G9a inh – G9a (human) methyltransferase inhibition. Q96KQ7. G9a H3K9 monomethylation, AlphaScreen, 2 h. Potency, µM (doses to about 102 µM), without a hit: at the top dose activity, negative = inhibition, hits mostly inhibitors. 8.8% of 350,000 active. AID 504332; also: potency is read from the fitted curve at half-maximal effect; % is scaled to controls: 0 for no effect and ±100 for the full control effect; nearly all actives have a fitted effect of over 75% in size
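Step 1: enzyme (final 20 nM) with compound, 15 min RT. Step 2: substrate peptide 500 nM and SAM 20 uM, 2 h RT. Step 3: anti-H3K9me1 antibody and AlphaScreen beads, 10 min, then plate read.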
BAZ2B inh – BAZ2B (human) inhibition; Q9UIF8; AlphaScreen BAZ2B-H3K14Ac peptide displacement; Potency, µM (series often up to 114 µM), for inactives: at the highest dose activity change, negative = inhibition, most hits filed as inhibitors; 4.4% of 360,000 active; AID 504333; also: potency is read from the fitted curve at half-maximal effect; % is scaled to controls: 0 for no effect and ±100 for the full control effect; nearly all actives have a fitted effect of over 60% in size
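Complex of BAZ2B and biotin-H3K14Ac (50 nM apiece) forms over 30 min at RT, then faces library compounds up to 110 uM for another 30 min; AlphaScreen beads added, 20 min dark incubation, luminescence read.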
HP1b chromo inh – blocks HP1-beta chromodomain binding to methylated histone tails. P83916. AlphaScreen HP1-beta / biotin-H3K9me3 peptide binding. Potency, µM (titrated, usually from 114 µM), for inactives: at the highest dose activity change, negative = inhibition, actives largely listed as inhibitors. 0.56% of 390,000 active. AID 540317; also: potency is read from the fitted curve at half-maximal effect; nearly all actives have a fitted effect of over 70% in size; inactives centre near 23
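Compound inhibition of the preformed complex between 50 nM HP1-beta and 50 nM biotinylated H3K9me3 peptide was read by AlphaScreen. Buffer was PBS pH 7.4 with 0.01% Tween-20. Incubations ran 30 min at room temperature, with 10 ug/mL donor/acceptor beads.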
ALOX12 inh – blocks human arachidonate 12S-lipoxygenase. P18054. purified 12hLO, xylenol orange hydroperoxide absorbance. Potency, µM (highest dose often 108 µM), without a hit: at the top dose activity change, negative = inhibition, actives largely listed as inhibitors. 1.1% of 580,000 active. AID 1671190; also: potency is read from the fitted curve at half-maximal effect; % is scaled to controls: 0 for no effect and ±100 for the full control effect
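Purified human 12hLO (150 nM final) in 25 mM Hepes, 0.01% Triton X-100, pH 7.0 was preincubated 15 min at room temperature with compound. Then 40 uM arachidonic acid was added, 30 min. Hydroperoxide was read by Fe-XO absorbance ratio 573/405 nm.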
JMJD2A Tudor – inhibitors of human JMJD2A Tudor domain. AID 504339. O75164. 4.4% of 390,000 active. AlphaScreen JMJD2A-Tudor / H3K4me3 peptide binding. Potency, µM (highest dose often 114 µM), inactives show at the highest dose activity change, negative = inhibition, actives largely listed as inhibitors; also: potency is read from the fitted curve at half-maximal effect; % is scaled to controls: 0 for no effect and ±100 for the full control effect; nearly all actives have a fitted effect of over 50% in size
RGS4 inhibitor – blocks human RGS4-accelerated GTP hydrolysis; P49798; Transcreener GDP fluorescence polarization, RGS4-accelerated GTP hydrolysis; Potency, µM (series often up to 114 µM), for inactives: at the highest dose activity change, negative = inhibition, hits mostly inhibitors; 0.039% of 390,000 active; AID 504845; also: potency is read from the fitted curve at half-maximal effect; % is scaled to controls: 0 for no effect and ±100 for the full control effect; nearly all actives have a fitted effect of over 75% in size; some results filed as inactive show a strong effect at the top dose
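MLSMR compounds (23 nl, pin-transferred) preincubated 10 min at room temperature with a 500nM (2x) first reagent, then RGS4 at 900nM (2x) plus Transcreener GDP mix added; fluorescence polarization (620/688 nm) read before and after 90 min at 30 °C.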
PI4K2A inh – PI4K2A (human) kinase inhibition; activity change, negative = inhibition, % at 76.9 µM; purified PI4K2A, ADP-Glo luminescence, 1 h; active compounds read low; AID 1346378; Q9BTU6; 0.13% of 420,000 active; in the data active = activity change below about -50%; inconclusive = mostly about -30% to -49%;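 also: -100% = wells without enzyme as full effect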
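In this quantitative HTS, ADP production by PI4K2A was quantified luminescently after 1 h at ambient temperature; 100 microM adenosine served as plate-quality control.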
GLS inhibitor – glutaminase GLS (human) inhibition; O94925; 0.21% of 410,000 active; Potency, µM (highest dose often 45.5 µM), without a hit: top-dose activity change, negative = inhibition, usual class: inhibitors; GLS enzymatic activity, qHTS titration; also: potency is read from the fitted curve at half-maximal effect; % is scaled to controls: 0 for no effect and ±100 for the full control effect
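Enzyme dispensed in phosphate buffer (45 mM, pH 8.2, 0.02% Tween-20), compounds pinned in, then 1 mM L-glutamine solution and the glutamate oxidase–HRP–Amplex Red mix added; fluorescence read immediately and again after 30 min at room temperature.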
ERG-DNA inh – inhibitors of human ERG Ets domain-DNA interaction. 0.028% of 370,000 active. P11308. fluorescence polarization, His-ERG Ets domain / labelled DNA. Potency, µM (series often up to 76.9 µM), inactives show at the top dose FP activity, negative = inhibition, most hits filed as inhibitors; active = well fitted inhibition curve with a large enough effect in the polarisation, with a control signal flat; inconclusive = small, poorly fitted or top-dose-only effect, or effect the other way, or a change in a side signal; inactive = no such curve, though single readings can be large or run the other way; the % refers to the polarisation;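 also: polarization taken with two DNA probes labelled with fluorescein and Texas red; potency is read from the fitted curve at half-maximal effect; % of control where 0% means no effect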
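His-tagged ERG Ets domain (1 uM in the protein solution; 300mM KCl, 50mM Tris-HCl, 1mM EDTA, 1mM DTT, pH 7.5) received compound, then a probe mix of 5 nM fluorescein-DNA and 100nM Texas-615-DNA. Fluorescence polarization was read for both dyes.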
Active calls of the source: *; ? = inconclusive; . = no result given; & = joins results of further samples; ! = a repeat was not active; [ ] = dose if it differs, or a comment. Unless noted, calls follow the shape of the dose curve; as a rule, active = well fitted curve in the direction sought with a large enough effect; inconclusive = small, poorly fitted or top-dose-only effect, or another doubt; inactive = no such curve, though single readings can be large; an effect the other way counts as inactive or inconclusive. Not all compounds are listed; count on the stated rates, not on these rows.

SMILES | G9a inh | BAZ2B inh | HP1b chromo inh | ALOX12 inh | JMJD2A Tudor | RGS4 inhibitor | PI4K2A inh | GLS inhibitor | ERG-DNA inh
Cc1ccccc1-c1nc(CS(=O)(=O)CC(=O)Nc2cccc(C(F)(F)F)c2)c(C)o1 | -2%[59 µM] | -9% | 15% | 0% | -24% | 15% | -5 | -10% | -2%
COc1ccc(-c2cc(C(=O)N(C)Cc3ccccc3)no2)cc1OC | -13% | -1% | 31% | 7% | -11% | -12% | 4 | 4% | 5%
O=C(CSc1nc2ccccc2[nH]1)Nc1ccc2[nH]c(=O)[nH]c2c1 | ? | 3% | 22% | ? | -19% | -48% | -2 | 14% | .
COc1ccc(CN(C(C)=O)c2ccccc2C(=O)O)cc1 | -11% | 0% | 71%[activator] | 8% | -10% | -12%[56.9 µM] | -2 | 2% | 8%
Cc1ccc(NC(=O)C2COc3ccccc3O2)nc1 (configuration not stated) | 16% | 6% | 25% | -2% | -3% | -13% | 2 | 0% | 7%
Cc1ccnc(SCC(=O)Nc2cc(C)on2)n1 | ? | 0% | 33% | 0% | 5% | -17% | -2 | -10% | -21%
Cc1[nH]c2ccc(C(=O)O)cc2c1C | -34% | ? | 15% | 2% | -13% | 2% | -1 | 1% | .
COc1ccc(CC(=O)N(Cc2ccccc2)C(C)C)cc1 | 6% | -8% | 31% | 22% | 6% | -3% | -1 | -1% | 12%
CC(C)n1c(SCC(=O)NC2CC2)nnc1-c1ccco1 | -10% | 2% | 53%[activator] | -8% | -7% | 9% | 3 | -15% | -22%
CCn1c(Cn2nnc(-c3ccccc3)n2)nnc1SCC(=O)Nc1cccc(C)c1C | -7%[59 µM] | 10% | 22% | 25% | -18% | 7% | -3 | -1% | 10%
Cc1cccc(C(=O)N=c2c(C#N)cc3c(=O)n4cccc(C)c4nc3n2Cc2ccco2)c1 | -51% | 1% | 12%&-5% | 35µM*! | ? | ? | ? | 5%&-8% | -1%
COc1cccc(C2c3[nH]c4ccccc4c3CCN2Cc2cccc(C)n2)c1 (configuration not stated) | 45µM* | ? | -13% | -1% | ? | -16% | -5 | 5% | 2%
C=C1C[C@@]23CC[C@H]4[C@@](C)(CCC[C@@]4(C)C(=O)OC4OC(CO)C(O)C(O)C4O)[C@@H]2CC[C@]1(OC1OC(CO)C(O)C(O)C1OC1OC(CO)C(O)C(O)C1O)C3 (some centres not stated) | -5%[59 µM] | . | . | 8% | . | 31%[activator][56.9 µM] | 3 | . | .
CCOC(=O)CSC1=C(C#N)C(c2ccccc2)C(C(C)=O)=C(C)N1 (configuration not stated) | -3%[0.501 µM] | 5% | 70%[activator] | -19% | ? | -31% | -5 | 12% | .
COc1ccc(Cn2nnnc2CN(Cc2cc3cc(C)ccc3[nH]c2=O)C2CCCC2)cc1 | ? | 8% | 9% | -16% | -24% | -6% | -1 | -10% | .
COc1ccc(NC(=O)c2ccc(-n3cccn3)c([N+](=O)[O-])c2)cc1 | 20%[12.7 µM] | -30% | 14% | -2% | -25% | -26% | -2 | -7% | 3%
COc1cc(CC(NC(C)=O)C(=O)NC2CCN(C(=O)Nc3ccc(C)cc3)CC2)cc(OC)c1 (configuration not stated) | 2% | -4% | 41%[activator] | -5% | 1% | -9% | 3 | -11% | -3%
CCOC(=O)C1C(=O)CC(C)(O)C(C(=O)OCC)C1c1cc(Br)ccc1OC (configuration not stated) | 3%[59 µM] | 6% | 24% | 0% | -19% | 6% | 0 | 8% | 0%
CCN(CC)CCn1c(NS(=O)(=O)c2ccc(Cl)cc2)nc2ccccc21 | 0% | -3% | 40%[activator] | 14% | -23% | 29% | 0 | 24% | -1%
O=C(Cc1ccccc1)Nc1ccc(NC(=O)c2ccco2)cc1Cl | 5%[59 µM] | 30% | 26% | -16% | -1% | -21% | 4 | -4% | 12%
CC(=O)N(Cc1ccc(F)cc1)C1=C(NCCc2ccccc2)C(=O)c2ccccc2C1=O | 28µM* | 14µM* | -68% | 0%[57.4 µM] | 20µM* | -25% | -21 | -7% | 7%
CCCCC1=NN(C(=O)c2cccnc2)C(O)(C(F)(F)F)C1 (configuration not stated) | 13% | 1% | ? | 0% | -9% | 17% | 0 | -22% | -7%
CN(C)c1nc(SCCOC(=O)Nc2ccccc2)nc(N(C)C)n1 | 1% | 10% | 68%[activator] | -31% | 10% | -2% | 0 | 1% | 0%
O=C(Nc1ccc(NC(=O)c2cccs2)cn1)c1ccco1 | -3% | -4% | 30% | -27% | -7% | -25% | -2 | 4% | -1%
CCN(CC)CC(O)CN(c1ccccc1)S(=O)(=O)c1ccc2ccccc2c1 (configuration not stated) | 17% | -17% | -3% | 5% | -19% | 10% | 6 | 1% | 8%
Cc1cc(OCC(=O)NCc2ccccn2)c2c(C)c(Cc3ccccc3)c(=O)oc2c1 | ? | -14% | 36% | 1% | -10% | -20% | 6 | -4% | 3%
O=C(O)CSCC(=O)N1N=C2/C(=C/c3ccccc3)CCCC2C1c1ccccc1 (configuration not stated) | 50µM* | -13% | 4% | -22% | -24% | 5% | -2 | -19% | -8%
COc1ccc(N(CC(=O)N/N=C/c2ccc(F)cc2)S(=O)(=O)c2ccccc2)cc1 | 3% | -6% | 42%[activator] | -2% | -21% | -3% | 3 | -5% | 3%
Cc1ccc(C(C)C)c(OCC(=O)Nc2ccc3c(c2)nc(CN2CCCC2)n3C)c1 | 45µM* | 11µM* | 20% | 22%&0% | ? | -22% | -1 | 8% | 0%
CC(=O)NCC1(O)CCCC(C)C1 (configuration not stated) | -5% | -2% | 2% | 0% | -17% | -12% | -1 | -2% | -1%
CN(C)c1nc(N)nc(-c2cccnc2)n1 | 15%[59 µM] | -1% | 25% | 1% | 0% | 2% | 9 | -1% | -3%
COc1ccc(OC)c2[nH]c(=O)c(CCNC(=O)C(C)C)cc12 | ? | 1% | 41%[activator] | 2% | -10% | 26% | -4 | -1% | -6%
COc1cc(C(=O)NCC2(N(C)C)CCCCC2)ccc1OCc1ccccc1 | ? | -22% | -3% | 2% | -14% | -15% | -4 | 1% | -4%
COc1cccc(CC(=O)NCc2ccc3c(c2)CCN3C(C)=O)c1 | 2%[59 µM] | -12% | 31% | -23% | -6% | 6% | -1 | -2% | -6%
CCOc1ncnc2c1sc1nc(C)cc(C)c12 | 0% | 24% | 22% | 46%[activator] | -3% | 14% | 12 | -11% | 0%
Cc1ccc(C)c(C(=O)O/N=C(\N)c2ccc(Br)cc2)c1 | 3% | 8% | 28% | 0% | 7% | 28% | -2 | 4% | -6%
COc1ccc(OC)c2c1sc(=NC(=O)c1ccco1)n2C | -19% | -2% | 63%[activator] | 10% | -9% | -12% | -3 | -3% | 16%
O=[N+]([O-])c1cc(Br)c(O)c(/C=N/Nc2nnnn2-c2cccc3ccccc23)c1 | 7%[12.7 µM] | 79µM* | -13% | 11µM* | 56µM* | -16% | -6 | ? | -1%
COc1cc(OC)c(OC)cc1CCC(C)NC(=O)Cc1ccccc1 (configuration not stated) | 7% | -4% | 24% | 0% | -23% | 6% | 2 | 2% | -14%
CCOC(=O)c1cnc2cc(C(F)(F)F)ccc2c1Nc1ccc(F)cc1F | 19%[59 µM] | -1% | 55%[activator] | -29% | -5% | -5% | 2 | 1% | 1%
COC(=O)c1ccc(=O)n(Cc2ccco2)c1 | -12%[59 µM] | -2% | 29% | 0% | -5% | 0% | -2 | -3% | -13%
COCCNC(=O)C(c1cccs1)N(CCc1ccccc1)C(=O)Cn1nnc2ccccc21 (configuration not stated) | -1%[12.7 µM] | 14% | 10% | 0% | -25% | 11% | 4 | 6% | -7%
O=C(COC(=O)c1cccc(S(=O)(=O)NCc2ccccc2)c1)c1ccc2c(c1)OCCO2 | 36%[59 µM] | -36% | 53%[activator] | 7% | -17% | -3% | 5 | -1% | 6%
NNC(=O)c1ccc(CSc2cccc3cccnc23)cc1 | 5% | -22% | 46%[activator] | 4% | -9% | 1% | -1 | ? | 18%
CC(=O)c1ccc(S(=O)(=O)Nc2cccc(-n3cnnn3)c2)cc1 | 40µM* | 50µM* | 5% | -15% | ? | -31% | -18 | -17% | -2%
Cc1ccc(OC(C)C(=O)NCC2(N3CCOCC3)CCCCC2)cc1C (configuration not stated) | 4%[59 µM] | -5% | 39%[activator] | -38% | 0% | 0% | 1 | 5% | -1%
COc1cc(CCC(=O)OCC(=O)NC2CCCC(C)C2C)cc(OC)c1OC (configuration not stated) | 1% | -17% | -16% | 0% | -7% | -20% | -2 | -5% | ?
CCc1cccc(CC)c1NC(=O)COC(=O)CCc1cc(OC)c(OC)c(OC)c1 | ? | 10% | 20% | 2% | 1% | 33% | 1 | 0% | 5%

Three structures out of the list, arranged by SMILES length, lowest first:
SMILES | G9a inh | BAZ2B inh | HP1b chromo inh | ALOX12 inh | JMJD2A Tudor | RGS4 inhibitor | PI4K2A inh | GLS inhibitor | ERG-DNA inh
COC(=O)c1ccc(=O)n(Cc2ccco2)c1 | -12%[59 µM] | -2% | 29% | 0% | -5% | 0% | -2 | -3% | -13%
Cc1ccc(C)c(C(=O)O/N=C(\N)c2ccc(Br)cc2)c1 | 3% | 8% | 28% | 0% | 7% | 28% | -2 | 4% | -6%
Cc1ccc(OC(C)C(=O)NCC2(N3CCOCC3)CCCCC2)cc1C (configuration not stated) | 4%[59 µM] | -5% | 39%[activator] | -38% | 0% | 0% | 1 | 5% | -1%

Screening results as filed in PubChem.
